Siah-1 displacement = Siah-1 peptide-binding antagonists, primary screen, biochemical, fluorescence polarization, rhodamine-plectin, uHTS (AID 1817); E3 ubiquitin-protein ligase SIAH1 (Homo sapiens); Siah-1 / rhodamine-plectin peptide fluorescence polarization; higher % means a stronger effect; displacement, % at 20 µM; hits with a dose series show IC50 in µM; hit rate 0.02% among 290,000;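 active means displacement of at least 50% at 20 µM, with a fluorescence ratio check between 0.3 and a set limit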;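 further: plate controls were Siah plus tracer with DMSO for no effect and tracer alone without Siah for full effect; strong numbers were not always called active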
Lipid droplet = inhibitors of hepatocyte lipid droplet formation, primary screen, imaging, high-throughput imaging, BODIPY stain | AML12 mouse hepatocytes, oleate lipid droplets | inhibition, % at 6.5 µM | hit rate 0.4% among 240,000 | AID 1656, 2009;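 active means lipid droplet intensity inhibited by at least 50%, with more than 500 cells counted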
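Test system: AML12 hepatocytes (mouse); reagent: oleate loading, 100 µM; dosing: one dose, 6.5 µM compound; incubation: overnight exposure; signal: fluorescence imaging, 20x objective, two fields per well; read-out basis: % inhibition of corrected integrated BODIPY droplet signal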
K1F lysis inhibition = inhibition of K1F phage lysis, E. coli UTI89, bacterial capsule biogenesis inhibitors, alamar blue (AID 488966); inhibition, % at 100 µM; hits with a dose series show IC50 in µM; hit rate 0.02% among 340,000; E. coli UTI89 K1F phage lysis, alamar blue, 2 h; higher % means a stronger effect;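 active means phage lysis inhibition, versus mean bacterial control, above a set limit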;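 further: capsule biogenesis inhibitors block K1F phage lysis so surviving cells raise fluorescence; higher fluorescence means more inhibition of phage lysis; actives were called in the ten point dose series up to 300 µM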
Lipid droplet cells 6.5 µM = second read-out of Lipid droplet, no call of its own (marks repeat the call); cell count; measured here: cell count, cytotoxicity flag;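 cells counted across two imaged fields per well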
An asterisk follows results filed as active; [ ] = remark or other dose. Some of the compounds tested, so the mix of outcomes need not match the whole.

SMILES	Siah-1 displacement	Lipid droplet	Lipid droplet cells 6.5 µM	K1F lysis inhibition
Cc1nc(SCC(=O)NCCc2ccccc2)c2c(=O)n(C)c(=O)n(C)c2n1	6%	-6	830	0.1%
CC(C)CC(NC(=O)C1CCCN1C(=O)[C@@H](C)NC(=O)OCc1ccccc1)C(=O)NCC(N)=O (stereo not given in full)	3%	5	811	-0.3%[50 µM]
COc1ccccc1CNC(=O)c1oc2ccccc2c1C	-2%	-5	682	0.0%
COc1ccc(S(=O)(=O)N2CCC(C(=O)NCc3cccnc3)CC2)cc1OC	-10%	-1	814	-0.1%
COc1ccc(S(=O)(=O)N(CC(=O)Nc2ccccc2C(=O)N2CCOCC2)c2ccc(F)cc2)cc1	2%	-23	658	0.1%
O=C(Nc1ccnn1C1CCN(Cc2cccnc2)CC1)c1ccccc1Cl	9%	-6	664	0.3%
COCCN1CCN(C(=O)C2CCC(=O)N(CCCc3ccccc3)C2)CC1 (stereo not given)	-1%	3	658	0.1%
COc1cc(CN2CCCN(C)CC2)c([N+](=O)[O-])cc1OC	4%	0	787	0.1%
COc1ccc(C)c2sc(NC(=O)C3CC3)nc12	0%	-9	733	1.4%
CCOC(=O)C1CCCN(C(=O)c2cccc3ccccc23)C1 (stereo not given)	2%	1	711	0.0%
COc1ccc(S(=O)(=O)Nc2ncccn2)cc1	3%	0	866	0.0%
COC(=O)C1(Cc2cc(-c3cccnc3)no2)CCN(C(=O)OC(C)(C)C)CC1	-3%	-6	802	0.4%
O=C(c1ccc(Cl)cc1)N1CCc2ccccc21	-4%	5	851	0.3%
COc1ccccc1CNC(=O)COC(=O)c1cc([N+](=O)[O-])ccc1N1CCOCC1	14%	0	885	1.4%
Cc1nc(-c2cccc(NC(=O)c3ccco3)c2)cs1	-1%	3	710	0.0%
O=C1/C(=C/c2cccs2)SC(=S)N1CCCC(=O)N(CCO)c1ccccc1	2%	-8	764	0.1%
C=CCn1c(SCC(=O)N(CCO)CCO)nc2sc3c(c2c1=O)CCC3	-2%	14	829	-0.6%
CC(C)c1nnc2c(N(C)S(=O)(=O)c3ccccc3)nc3ccccc3n12	1%	-7	707	-0.1%
COc1ccc(-c2cc(C(=O)N/N=C(\C)c3cccnc3)c3ccccc3n2)c(OC)c1	-2%	-7	720	1.5%[50 µM]
COC(=O)c1ccc(COc2ccc(C#N)cc2)o1	4%	-1	792	0.5%
NC(=O)c1c(NC(=O)C(=O)NCCCN2CCOCC2)sc2c1CCCC2	6%	9	723	0.1%
CCOc1ccc(S(=O)(=O)N2CCN=C2Cc2ccccc2)cc1C	0%	6	695	-0.2%
Cn1c(COc2ccc(C(=O)O)cc2)nc2ccccc21	-1%	-1	846	0.2%
C/C(=N\Nc1ccc(C)c(Cl)c1)c1ccncc1	-6%	28	764	-0.6%
CN(C(=O)CN1CCC(NC(=O)c2ccccc2Br)CC1)C1CCCCC1	2%	11	650	0.2%

Some values from above.
COc1ccc(S(=O)(=O)N(CC(=O)Nc2ccccc2C(=O)N2CCOCC2)c2ccc(F)cc2)cc1 @ Lipid droplet: -23
CC(C)c1nnc2c(N(C)S(=O)(=O)c3ccccc3)nc3ccccc3n12 @ Siah-1 displacement: 1%
O=C1/C(=C/c2cccs2)SC(=S)N1CCCC(=O)N(CCO)c1ccccc1 @ Lipid droplet: -8
O=C(Nc1ccnn1C1CCN(Cc2cccnc2)CC1)c1ccccc1Cl @ Lipid droplet cells 6.5 µM: 664
COc1ccccc1CNC(=O)c1oc2ccccc2c1C @ Lipid droplet: -5

Continuation:
SMILES	Siah-1 displacement	Lipid droplet	Lipid droplet cells 6.5 µM	K1F lysis inhibition
O=C(O)c1ccccc1Oc1ccc(Oc2ccccc2)cc1	-1%	18	813	-0.2%
O=C(CN1C(=O)c2ccc([N+](=O)[O-])cc2C1=O)NCc1ccc(C(=O)O)cc1	6%	-3	820	0.2%
COc1ccc(OC(=O)COc2cccc(C)c2)cc1	-1%	3	825	1.6%
Cc1nc(SC(C)C(=O)Nc2cccc(C(F)(F)F)c2)c2c(C)c(C(=O)O)sc2n1 (stereo not given)	-2%	-8	672	-0.2%
CC(C)(C)CN1CCC(Oc2cccc(C(=O)N3CCNC(=O)C3(C)C)c2)CC1	-8%	10	751	-0.1%
c1ccc(OCCCn2ccnc2)cc1	1%	-2	841	0.2%
Cc1sc2ncn(CC(=O)NCCCC(=O)Nc3ccc(C(C)C)cc3)c(=O)c2c1C	-2%	-27	579	0.4%
COc1ccc(NC(=O)c2sc3ncn(CC(=O)N4CCN(c5ccccn5)CC4)c(=O)c3c2C)cc1OC	-2%	0	803	0.6%
O=C(NCc1ccc(Cl)s1)C1CCC(=O)N(CCc2ccccn2)C1 (stereo not given)	3%	-10	740	0.2%
O=C(Nc1ccccc1NC(=O)c1ccccc1Cl)c1ccccc1Cl	5%	-16	779	-0.1%
O=C(CN(C(=O)CCC(=O)Nc1nccs1)c1ccc(F)cc1)NCc1ccc(F)cc1	-5%	14	807	-0.3%
COc1ccc(N(CC(=O)NCc2ccc(F)cc2)C(=O)CCC(=O)Nc2nccs2)cc1	-1%	0	834	0.0%
Cc1cc(=O)nc2c3ccccc3n(CC(=O)NCCC3=CCCCC3)n12	2%	-21	706	0.0%
CCCCNc1ccc(C(CC(N)=O)NC(=O)c2cc(C)cc(C)c2)cc1[N+](=O)[O-] (stereo not given)	1%	1	768	-0.6%
COc1cc(C(=O)ONC(=O)c2ccc(OC(F)F)cc2)cc(OC)c1OC	3%	-10	693	0.0%
COc1ccc2[nH]cc(CCNC(=O)Nc3ccccc3C)c2c1	2%	-17	795	1.2%
CCc1ccc(N(CC(=O)N2CCOCC2)S(C)(=O)=O)cc1	6%	-2	818	-1.3%
CCOCCCn1c(=O)c2ccccc2n2c(=S)[nH]nc12	-1%	-8	832	0.0%
Cc1onc(-c2c(F)cccc2Cl)c1C(=O)N1CCCCC1	-3%	20	723	1.8%[50 µM]
Cc1cccc(Oc2coc3cc(O)ccc3c2=O)c1	-2%	-5	851	0.5%
O=[N+]([O-])c1ccc(O)c(C=Nc2cccc3ccccc23)c1	0%	-4	804	-0.8%
O=C(CNC(=O)c1ccccc1)OCC(=O)c1cccs1	1%	6	747	-0.1%
C=CCNC(=S)NNc1nc2sc3c(c2c(=O)[nH]1)CC(C)(C)OC3	-2%	8	810	0.1%
O=C(NCC(=O)N(c1cccc(F)c1)C(C(=O)NC1CCCC1)c1ccncc1)c1cccs1 (stereo not given)	5%	-5	762	0.1%
CC(=O)OCC(=O)[C@@]1(O)CCC2C3CCC4=CC(=O)CCC4(C)C3C(=O)CC21C (stereo not given in full)	-2%	-19	780	-0.2%

5 entries drawn at random from those above, as already listed:
SMILES	Siah-1 displacement	Lipid droplet	Lipid droplet cells 6.5 µM	K1F lysis inhibition
COc1ccc(OC(=O)COc2cccc(C)c2)cc1	-1%	3	825	1.6%
CCc1ccc(N(CC(=O)N2CCOCC2)S(C)(=O)=O)cc1	6%	-2	818	-1.3%
CCOCCCn1c(=O)c2ccccc2n2c(=S)[nH]nc12	-1%	-8	832	0.0%
O=C(CNC(=O)c1ccccc1)OCC(=O)c1cccs1	1%	6	747	-0.1%
Cc1sc2ncn(CC(=O)NCCCC(=O)Nc3ccc(C(C)C)cc3)c(=O)c2c1C	-2%	-27	579	0.4%

Additional results follow:
SMILES	Siah-1 displacement	Lipid droplet	Lipid droplet cells 6.5 µM	K1F lysis inhibition
COc1cccc(OC)c1OCCN1CCN(C(c2ccccc2)c2ccccc2)CC1	3%	-14	821	0.5%
COc1ccc(C2CC(c3ccc(Br)cc3)=NN2C(=O)CSC2=NN3CCCC(=O)N=C3S2)cc1 (stereo not given)	2%	-7	803	0.5%
Cc1ccc(C(=O)Nc2ncn[nH]2)cc1	4%	-8	791	0.0%
O=S(=O)(NCCc1cccs1)c1ccc(Br)cc1	-4%	-8	802	0.0%
CCc1nc(SCc2ccccc2C#N)n[nH]1	4%	12	802	1.4%
Cc1cc(C)c(S(N)(=O)=O)c(C)c1N(C)S(=O)(=O)c1ccc(Cl)cc1	2%	-25	666	0.0%
COc1ccccc1N(CC(=O)NCc1ccccc1C)S(=O)(=O)c1ccc(C)cc1	13%	-40	773	0.1%
O=C1CCC(C(=O)NCc2ccccc2)N1 (stereo not given)	-5%	7	842	1.1%
CCOC(=O)C1CCN(C(=O)c2ccccc2NS(=O)(=O)c2ccccc2)CC1	3%	1	801	-0.2%
NS(=O)(=O)c1ccc(NS(=O)(=O)c2ccc3c(c2)OCCO3)cc1	-3%	1	832	0.4%
O=C(NCCCc1ccc(F)cc1)C1CCC(=O)N(CCN2CCOCC2)C1 (stereo not given)	5%	-5	743	0.3%
CC12CCC(=O)N1C(C(=O)Nc1cccc(F)c1)CS2 (stereo not given)	10%	0	802	0.2%
COc1cc(NS(=O)(=O)c2csc(C(N)=O)c2)cc(OC)c1	2%	-1	840	0.4%
N#Cc1ccc(COC(=O)c2cnc3ccccc3n2)cc1	8%	9	823	0.1%
O=C(Nc1ccccc1Cl)C1CCN(S(=O)(=O)c2cccc3nonc23)CC1	-5%	14	828	0.0%
Cc1ccc2oc(C(=O)Nc3ccc(S(=O)(=O)Nc4onc(C)c4C)cc3)cc(=O)c2c1	-5%	7	668	-0.1%
COc1ccc(CCNC(=O)CCc2nnc(Cc3ccc4c(c3)OCO4)o2)cc1	28%	0	657	0.3%
Cc1ccc(S(=O)(=O)N2CCCCC2)cc1C(=O)Nc1ccccn1	2%	1	850	0.4%[50 µM]
O=C(CCn1nnc2ccccc21)OCC(=O)c1ccc(F)cc1	0%	1	837	-0.1%
CCOC(=O)CC(NS(=O)(=O)c1ccc2[nH]cc(C(=O)O)c(=O)c2c1)c1ccc(OCC)c(OC)c1 (stereo not given)	4%	-67	552	0.1%
COc1ccc(OC)c(NC(=O)Nc2cccnc2)c1	5%	-5	676	0.0%
CCn1c(SCC(=O)NC2=NCCS2)nnc1C(C)NC(=O)c1ccccc1F (stereo not given)	3%	-3	847	0.5%
CN1C(=O)NC(c2cccc([N+](=O)[O-])c2)C2=C1CCCC2=O (stereo not given)	3%	7	411	0.8%[50 µM]
Cc1cc(C(=O)N2CCCC(C(=O)c3ccc(Cl)cc3C)C2)no1 (stereo not given)	0%	-15	622	0.0%
Cc1c(OCC(=O)NCCN2CCOCC2)ccc2c(-c3ccccc3)cc(=O)oc12	-4%	9	686	0.3%
Continued.
SMILES	Siah-1 displacement	Lipid droplet	Lipid droplet cells 6.5 µM	K1F lysis inhibition
COc1ccccc1C1C(C(C)=O)=C(O)C(=O)N1c1ccc(O)cc1 (stereo not given)	13%	-3	779	-1.6%
NS(=O)(=O)c1ccc(CCNC(=O)CC(c2ccccc2)c2ccccc2)cc1	10%	-20	812	0.2%
N#Cc1ccccc1NC(=O)CSc1n[nH]c(-c2ccco2)n1	-3%	-8	834	0.9%[50 µM]
COc1ccc(-c2n[nH]c(=S)n2-c2ccc(C)cc2)cc1OC	-1%	3	829	-0.4%
CCOc1ccc(CC(=O)Nc2ccc(S(=O)(=O)N3CCCC3)cc2)cc1	1%	-13	646	1.3%[50 µM]
Cc1cc(Cl)c2oc(C(=O)N(C)CC3CCOCC3)c(C)c2c1	-5%	-48	677	0.1%
O=C(NC1CCCCCC1)c1ccc(Cl)c(S(=O)(=O)N2CCOCC2)c1	-1%	4	826	0.0%
COc1cccc(NC(C)=[N+](C)CCNS(=O)(=O)c2ccc(Cl)cc2)c1	-4%	0	852	1.5%[50 µM]
Cc1cccc(NC(=O)CSc2nc3ccccc3nc2N2CCCC2)c1	-1%	63*	767*	2.1%
O=C(OCCN1CCCCC1)c1cccc(Cl)c1	1%	-1	829	-0.1%
Cc1cccc(N2CCN(C(=O)CCC(=O)N3CCOc4ccc(Cl)cc43)CC2C)c1 (stereo not given)	4%	-1	769	1.7%
COc1ccc(S(=O)(=O)c2c[nH]c(=S)[nH]c2=O)cc1Cl	-5%	0	815	2.7%[50 µM]
COc1cc(CN(C(=O)c2cccs2)C2CCS(=O)(=O)C2)cc(OC)c1OC (stereo not given)	4%	6	746	0.5%
Cc1ccccc1OCCn1c(=S)[nH]c2ccccc21	-1%	-2	834	-0.4%
CCOC(=O)CSc1nnc2c3ccccc3n(CC)c2n1	1%	10	846	0.6%
CCNC(=S)NC1CC2CCCC(C1)N2CCc1ccccc1 (stereo not given)	5%	-7	821	1.1%
CCOc1ccc2oc(=O)cc(CN3CCN(Cc4ccccc4)CC3)c2c1	-4%	1	793	0.1%
Cc1cc(NC(=O)C(C)Oc2ccc(C(C)(C)C)cc2)no1 (stereo not given)	10%	-1	871	-0.2%[50 µM]
Cc1ccc(O)c(-c2[nH]ncc2C(=O)c2ccc(Cl)cc2)c1	3%	1	850	0.2%
Brc1cccc(CNCC2CCCO2)c1 (stereo not given)	8%	-4	823	-0.6%
O=C(NC1CCCCC1)c1ccc(-c2ccccc2[N+](=O)[O-])o1	2%	3	818	0.0%
Cc1ccc(CNC(=O)CN2C(=O)NC(C)(c3ccc(Cl)cc3)C2=O)cc1 (stereo not given)	5%	-1	821	-0.3%
